Assay outcomes: PubChem BioAssay, several laboratories
GLD-1 RNA inh = GLD-1-TGE RNA interaction inhibition (C. elegans) | Q17339 | purified GLD-1 + fluorescein TGE RNA, fluorescence polarization | inhibition, % at 5.96 µM | actives 0.44% (n = 320,000);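 active = percent inhibition above a per-plate cutoff, the plate mean of test compounds plus 3 SD, cut at about 30% in these data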;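 note: 0% = DMSO wells with GLD-1 and probe and 100% = wells lacking GLD-1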
MCL1-BIM inh = MCL1-BIM-BH3 interaction inhibition (human); GST-MCL1 / FITC-Bim-BH3 fluorescence polarization; inhibition, % at 10.9 µM; actives 0.68% (n = 320,000); AID 2057;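 active = inhibition above the mean inhibition of all tested compounds plus 3 SD, set per campaign, cut at about 40% in these data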;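 note: 0% = DMSO wells and 100% = unlabeled Bim-BH3 peptide control; higher means more loss of mP so more displacement of Bim peptide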
GSTO1 inh = GSTO1 inhibition, counter-screen for RBBP9 inhibitors; P78417; recombinant GSTO1, activity-based probe fluorescence polarization; inhibition, % at 5.96 µM; actives 1.1% (n = 300,000);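 active = inhibition above the campaign mean inhibition plus 3 SD, cut at about 35% in these data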;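 note: 0% = GSTO1-1 with DMSO and 100% = wells lacking GSTO1-1 enzyme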
Target sequence (P78417 whole entry, looked up): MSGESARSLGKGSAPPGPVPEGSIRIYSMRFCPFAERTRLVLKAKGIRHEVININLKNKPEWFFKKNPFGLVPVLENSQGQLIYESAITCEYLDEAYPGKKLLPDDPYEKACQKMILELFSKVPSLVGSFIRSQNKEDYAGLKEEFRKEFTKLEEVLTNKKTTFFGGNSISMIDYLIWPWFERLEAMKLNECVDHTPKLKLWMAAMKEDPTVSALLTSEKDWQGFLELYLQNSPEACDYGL
PME-1 primary = blocks human protein phosphatase methylesterase 1 | Q9Y570 | recombinant PME-1, FP-Rh probe fluorescence polarization | inhibition, % at 5.9 µM | actives 0.53% (n = 320,000) | AID 2130;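 active = inhibition above the campaign mean of all compounds plus 3 SD, cut at about 26% in these data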;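 note: competitive labeling of PME-1 active site by serine hydrolase directed probe; 0% = PME-1 with DMSO and 100% = wells lacking PME-1 enzyme; inhibitors block probe labeling so polarization falls and inhibition rises; many of its hits are not listed in these tables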
Fam108B counter = Fam108B inhibition, counter-screen for RBBP9 inhibitors; recombinant Fam108B, FP-Rh probe fluorescence polarization; inhibition, % at 9.51 µM; actives 0.33% (n = 300,000);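 active = inhibition above the screen mean inhibition plus 3 SD, computed separately per campaign, cut at about 18% in these data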;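 note: inhibitors lower polarization as less probe binds the enzyme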
MEX-5 binding = C. elegans MEX-5 TCR-2 RNA binding activity; Q9XUB2; MEX-5/FITC-TCR2 RNA binding, fluorescence polarization; active compounds read low; activity score (negative = inhibition of binding), % at 10 µM; actives 0.38% (n = 300,000); AID 1832;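 active = inhibition past about -25% in most replicates, and total fluorescence under double the plate's negative control median, limit read from the data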;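 note: 0% = DMSO and -100% = 5 µM competing unlabeled TCR2 RNA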
PAD4 FP inh = PAD4 (human) enzyme inhibition | inhibition, % at 6.36 µM | AID 485272 | actives 0.41% (n = 330,000) | recombinant PAD4, RCA probe fluorescence polarization | Q9UM07;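 active = percent inhibition above a cutoff equal to the mean of all tested compounds plus 3 SD, cut at about 15% in these data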;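 note: 0% = PAD4 with RCA probe and DMSO and 100% = probe without PAD4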
Target sequence (Q9UM07 whole entry, looked up): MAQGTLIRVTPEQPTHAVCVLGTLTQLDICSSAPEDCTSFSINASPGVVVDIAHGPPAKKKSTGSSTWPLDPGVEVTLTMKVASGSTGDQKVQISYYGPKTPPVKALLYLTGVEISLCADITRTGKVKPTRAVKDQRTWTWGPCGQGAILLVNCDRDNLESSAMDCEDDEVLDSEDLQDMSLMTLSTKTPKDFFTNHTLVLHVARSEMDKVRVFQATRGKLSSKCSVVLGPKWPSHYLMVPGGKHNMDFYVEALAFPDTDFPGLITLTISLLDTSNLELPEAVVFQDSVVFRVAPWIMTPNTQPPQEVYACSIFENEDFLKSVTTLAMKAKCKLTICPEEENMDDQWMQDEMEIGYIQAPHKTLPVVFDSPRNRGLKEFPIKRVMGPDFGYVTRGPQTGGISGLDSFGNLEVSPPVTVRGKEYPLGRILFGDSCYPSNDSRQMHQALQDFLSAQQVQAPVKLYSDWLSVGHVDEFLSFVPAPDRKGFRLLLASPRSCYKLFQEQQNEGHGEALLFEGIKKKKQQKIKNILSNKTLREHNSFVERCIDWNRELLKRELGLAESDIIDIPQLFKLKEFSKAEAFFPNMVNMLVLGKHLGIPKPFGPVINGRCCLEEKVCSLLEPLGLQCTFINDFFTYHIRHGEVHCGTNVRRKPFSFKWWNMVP
TPT1 inhibitor = inhibitors of Candida albicans tRNA 2'-phosphotransferase TPT1; recombinant caTPT1, FP RNA substrate dephosphorylation; inhibition, % at 5 µM; actives 0.81% (n = 300,000); AID 1962;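 active = inhibition above the mean of all tested compounds plus 3 SD, set per screening campaign, cut at about 24% in these data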;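 note: plate controls were DMSO alone for no effect and ferristatin control at 100 nM for full effect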
BCLXL inh = inhibitors of human Bcl-xL; GST-Bcl-xL / FITC-Bim BH3 peptide fluorescence polarization; AID 2129; actives 0.7% (n = 320,000); inhibition, % at 10.9 µM;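 active = inhibition above the mean of all tested compounds plus 3 SD, cutoff set per campaign, cut at about 30% in these data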;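 note: 0% = DMSO wells and 100% = unlabeled Bim-BH3 peptide competitor; inhibitors lower millipolarization by displacing the labeled peptide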
Active calls of the source: *; x = not tested or not shown.

| canonical_smiles | GLD-1 RNA inh | MEX-5 binding | PAD4 FP inh | GSTO1 inh | BCLXL inh | TPT1 inhibitor | PME-1 primary | MCL1-BIM inh | Fam108B counter |
| --- | --- | --- | --- | --- | --- | --- | --- | --- | --- |
| O=C(Cn1ccc2ccccc21)Nc1ccc2c(c1)OCO2 | 3.3 | 4.0 | 3.7 | 7.6 | 4.0 | -2.8 | -1.6 | -2.6 | 0.6 |
| O=C(Nc1cccnc1)c1cccc(S(=O)(=O)N2CCCCC2)c1 | -6.8 | 1.5 | -1.9 | -1.3 | 0.5 | 1.7 | -1.3 | -5.3 | -0.8 |
| CC1=C(C#N)CCC(=O)N1Cc1ccc(C)cc1 | -2.6 | x | 0.1 | 3.1 | 2.4 | -2.0 | -1.7 | -5.2 | -1.5 |
| CCOc1ccc(NS(=O)(=O)c2ccc3c(c2)oc(=O)n3C)cc1 | 11.0 | -1.0 | -1.0 | 36.0* | 1.8 | 0.2 | 2.1 | 4.7 | -1.0 |
| O=C(Cc1ccc(F)cc1)NCCc1ccc(F)cc1 | 5.0 | 1.2 | -4.4 | -4.3 | -0.5 | 2.2 | 0.9 | -3.4 | 0.2 |
| COc1cc(C(=O)OCC(=O)NC(N)=O)cc(CN2C(=O)c3ccccc3C2=O)c1OC | -4.2 | 1.6 | -6.2 | -1.5 | -2.9 | -1.5 | 4.3 | -15.0 | 0.6 |
| O=C(CSc1ccc([N+](=O)[O-])cn1)Nc1ccc2[nH]c(=O)[nH]c2c1 | -5.7 | -0.7 | 0.5 | -1.6 | 5.9 | -5.8 | 2.6 | 0.9 | -1.7 |
| C#CCOCCOCCOCCNc1nc(N2CCN(C(=O)CCCCCCCCCCNC(=O)[C@H]([C@@H](C)CC)n3cc(CCCCCN)nn3)CC2)nc(N2CCN(C(=O)CCCCCCCCCCNC(=O)[C@@H]([C@H](C)CC)n3cc(CCCCCN)nn3)CC2)n1 | -1.6 | x | -3.6 | 1.6 | 3.6 | -2.0 | -8.9 | -8.0 | -6.7 |
| O=C(CCSc1nc(-c2ccco2)cc(C(F)(F)F)n1)NCc1cccs1 | 0.4 | -0.5 | -4.8 | -1.3 | 3.4 | -1.6 | 1.1 | 8.2 | -1.6 |
| CC(C)c1cc(C(=O)O)on1 | -7.5 | 1.3 | -1.3 | 8.5 | 8.2 | -2.6 | 1.1 | 9.7 | 0.9 |
| O=c1oc(-c2ccco2)nc2sc3c(c12)CCCC3 | -3.0 | -2.6 | 8.4 | -28.4 | 2.3 | -1.4 | -7.1 | 0.6 | 16.7 |
| CCN(CC)c1cc(CS(=O)c2ccccc2)nc(-c2ccccc2)n1 (stereo not drawn) | 0.7 | 0.9 | -2.7 | 0.9 | 10.3 | -4.4 | 0.8 | 2.8 | 5.8 |
| S=C(NCCCN1CCOCC1)Nc1cccc(-c2nnc3n2CCCCC3)c1 | 1.8 | 4.9 | 2.0 | -1.4 | 7.9 | -2.3 | 0.2 | -1.0 | -3.1 |
| CC(=O)NC(=S)Nc1ccc(NC(=S)NC(=O)/C=C/c2ccco2)cc1 | 1.4 | -0.2 | 3.1 | 6.0 | 6.5 | -1.6 | -5.9 | 2.1 | -6.5 |
| CN(C)/C=N/c1cc(=O)[nH]c(=O)n1Cc1ccccc1 | 14.0 | 2.2 | -1.9 | -0.1 | 3.8 | -2.7 | 1.4 | -0.2 | -0.5 |
| COc1ccccc1NC(=O)c1cnc2n(c1=O)CCS2 | 3.2 | -2.1 | 0.2 | -7.2 | 5.5 | -1.9 | 3.2 | 3.8 | -1.1 |
| CCOC(=O)N1CCN(C2CCCN(C(=O)c3ccccc3SC)C2)CC1 (stereo not drawn) | 7.2 | -1.0 | -2.6 | -1.5 | 2.0 | -0.9 | 3.1 | -2.8 | -4.1 |
| Cc1csc(SCC(=O)NC2CCCC2)n1 | 4.5 | x | 1.6 | x | 3.7 | x | 1.0 | 5.9 | x |
| O=C(CSc1nc(-c2ccccc2)c(-c2ccccc2)[nH]1)NCC1CCCO1 (stereo not drawn) | 0.3 | 0.2 | 0.5 | 13.6 | 9.6 | -4.0 | -1.8 | 4.8 | 2.2 |
| CC(C)N1CCC(N2CCN(Cc3cccnc3)CC2CCO)CC1 (stereo not drawn) | 7.4 | -6.4 | -6.0 | 2.0 | 3.6 | 0.2 | 3.1 | 5.7 | 1.0 |
| NC(=O)C(=O)NN=C1CCC(c2ccccc2)CC1 (stereo not drawn) | 1.0 | 1.3 | 2.7 | 2.5 | 2.9 | 2.3 | -5.0 | 4.7 | 3.4 |
| COc1ccc2[nH]cc(C(=O)CCl)c2c1 | 1.9 | 1.7 | 4.3 | 83.4* | -2.4 | 3.9 | -0.2 | -2.7 | 5.9 |
| CCn1c(SCC(=O)NCC2CCCO2)nnc1-c1c[nH]c2ccccc12 (stereo not drawn) | -0.8 | 1.4 | 2.2 | 15.1 | -5.6 | 0.7 | -1.5 | -1.5 | 4.8 |
| COc1ccc(/C=N/Nc2ccc(C(=O)O)cc2)cc1OC | 6.7 | 3.0 | -0.7 | 8.9 | 5.7 | -2.9 | 2.2 | -5.5 | -1.8 |
| O=C(CS(=O)c1ccc(F)cc1)N1CCOCC1 (stereo not drawn) | 4.3 | 0.6 | 3.5 | -1.6 | -0.2 | -2.4 | -8.8 | 0.7 | -8.6 |
| Cc1nn(-c2ccccc2)c(C)c1NC(=O)COC(=O)Cc1cccc(C(F)(F)F)c1 | 0.6 | 2.4 | -2.9 | -1.9 | -1.4 | 0.0 | -0.1 | -11.9 | -2.1 |
| O=C(CCCOc1ccccc1)Nc1cccc(S(=O)(=O)N2CCCCC2)c1 | 3.6 | x | 3.3 | x | -11.4 | x | -2.3 | -10.4 | x |
| CC1CC2(C)Oc3ccccc3CC2C(C)C1CNCCCN(C)C (stereo not drawn) | -11.0 | 1.8 | -5.3 | -3.9 | -5.4 | 2.1 | 6.8 | 2.6 | 3.4 |
| CCN1CCN(CCCN(Cc2ccco2)C(=S)Nc2ccccc2Cl)CC1 | 6.9 | -0.2 | 0.1 | 5.7 | 4.8 | -0.8 | -3.3 | 8.9 | 0.5 |
| COc1cc(C(=O)Nc2cccc(S(=O)(=O)N3CCCC3)c2)c([N+](=O)[O-])cc1OC | 1.0 | -0.7 | -4.7 | -2.2 | 7.3 | -1.4 | 4.1 | 6.7 | -0.5 |
| CC(C)CCOC(=O)C1[C@H]2C(=O)N(Cc3cccs3)C[C@]23C=C[C@H]1O3 (stereo partly drawn) | -1.5 | 2.4 | -1.3 | -1.2 | 2.3 | -2.4 | 0.5 | -2.1 | 1.7 |
| CC(=O)NC1CC2CCCC(C1)N2S(=O)(=O)c1ccccc1 (stereo not drawn) | -7.5 | 0.9 | -2.4 | -2.2 | 9.3 | -2.1 | -1.1 | 4.7 | -1.4 |
| COc1ccc(NC(=O)N2CCC(C(=O)c3ccc4c(c3)OCCO4)CC2)cc1 | -0.3 | -1.3 | 4.1 | 5.5 | 4.2 | -8.7 | 4.5 | 6.5 | 4.1 |
| COc1cccc2[nH]c(C(=O)NCC3CCCO3)cc12 (stereo not drawn) | -7.3 | -2.1 | -5.5 | 1.2 | -1.4 | 0.2 | -0.1 | 0.0 | -3.8 |
| COC(=O)c1ccc(SCC(=O)N2CCC(C)CC2)c([N+](=O)[O-])c1 | 3.8 | 2.7 | -2.3 | 4.5 | -1.0 | -2.3 | 1.1 | -1.4 | -1.3 |
| Cc1ccc(-n2c(N)c(C(=O)N3CCOCC3)sc2=S)cc1 | 7.5 | 0.8 | -0.3 | -2.6 | 9.2 | -4.2 | 3.4 | 8.3 | 3.3 |
| CC(C)C(NC(=O)c1ccccc1)C(=O)N/N=C\c1ccco1 (stereo not drawn) | 2.8 | 1.1 | -2.2 | -0.1 | 4.0 | 0.1 | -11.6 | 7.1 | 0.0 |
| Cc1cc2oc(C(=O)NCCc3ccc(S(N)(=O)=O)cc3)c(C)c2cc1C | -1.8 | -2.9 | -8.2 | -29.4 | 1.9 | -1.9 | -51.1 | 4.0 | -33.6 |
| Cc1cc(OCc2ccc(C(=O)NN=C3CCCC3)cc2)ccc1Cl | 2.6 | 0.7 | -5.2 | -2.0 | 2.1 | -1.7 | 1.1 | 3.0 | -4.5 |
| CC(C)(C)c1cc(NC(=O)c2c(F)cccc2Cl)n(-c2ccccc2)n1 | 2.4 | -0.9 | 3.3 | 0.0 | 2.6 | -1.6 | -3.5 | -0.4 | 2.6 |
| CCOC(=O)c1cc[n+](CC(=O)c2ccc(F)cc2)cc1 | 3.1 | -5.6 | 0.8 | -8.3 | 5.9 | -2.9 | -1.7 | 8.1 | -0.4 |
| COc1ccc(N/C(=N\c2nc(C)cc(C)n2)NC(C)=O)cc1OC | 2.3 | 1.9 | -4.2 | 5.1 | 4.9 | -4.0 | -1.9 | 3.1 | -4.0 |
| Cc1ccc(Cl)cc1NC(=O)C1CCN(S(C)(=O)=O)CC1 | -4.8 | -1.7 | 0.3 | 6.8 | -0.8 | -4.9 | -1.2 | 2.8 | 1.1 |
| CCOC(=O)c1sc(-c2ccc(Cl)cc2)nc1O | -5.6 | 1.4 | 0.0 | -8.1 | 7.1 | 1.7 | -0.6 | 7.7 | 2.1 |
| Cc1cccc(N2CC(C)Cn3c2nc2c3c(=O)[nH]c(=O)n2C)c1 (stereo not drawn) | -1.9 | 0.0 | -6.9 | 0.1 | -5.9 | 3.0 | 4.0 | -7.7 | -0.1 |
| CCOC(=O)CSc1nc2ccccc2c(=O)n1CC1CCC(C(=O)NCc2ccco2)CC1 (stereo not drawn) | 5.6 | 1.2 | 2.1 | 2.9 | 5.6 | -6.1 | -7.7 | -1.2 | 0.8 |
| Cc1cc(C)c(NC(=O)C2CCN(c3cnccn3)CC2)c(C)c1 | 4.4 | 0.3 | -1.3 | -2.7 | 0.0 | 2.5 | -3.2 | 2.5 | 3.2 |
| CC(C)NC(=O)CN1C(=O)C(C)(C)Oc2ccc(C(=O)NC3CCCCC3)cc21 | -5.9 | -0.9 | 0.6 | -4.6 | -1.0 | 0.9 | -4.2 | -8.2 | -1.0 |
| COc1cc(/C=C/C(=O)Nc2nnc(CC(C)C)s2)cc(OC)c1OC | -6.3 | 2.8 | -7.3 | 2.3 | 3.0 | 1.6 | -1.0 | 1.9 | 4.1 |
| COc1ccc(S(=O)(=O)N2CCCC2)c(Cl)c1Cl | -5.5 | -0.6 | -0.7 | 8.2 | 2.8 | -4.5 | -1.6 | 6.5 | 2.5 |
| N#Cc1ccc(CSc2nnc(-c3cccs3)n2-c2ccccc2)cc1 | 7.2 | 0.2 | -6.3 | 3.1 | 4.1 | 2.7 | 2.2 | 3.5 | 0.9 |
| CC(=O)Nc1nc(C)c(Oc2ccc(Cl)cc2)c(=O)[nH]1 | -0.4 | -2.1 | -8.7 | 1.2 | -3.1 | -0.8 | -1.9 | -2.7 | 1.6 |
| COCCNC(=O)c1cc2nc(-c3ccc(F)cc3)cc(C(F)(F)F)n2n1 | 3.8 | -2.1 | 1.5 | -1.7 | 3.5 | 3.2 | -2.2 | 0.5 | 3.6 |
| COc1ccc(C)cc1S(=O)(=O)NC1CCCCC1 | 5.1 | 2.0 | -1.7 | 3.0 | 6.5 | -1.0 | 4.9 | 6.5 | 5.2 |

A portion of the library; count on the stated rates, not on these rows.
